HTT ATP protect – Huntington cell model cytoprotection by ATP luminescence | PC12 HTT-Q103 induced, cytoprotection, ATP luminescence, 40 h | Potency, µM (highest dose often 56.4 µM), inactives show cytoprotection (ATP increase), hits mostly activators | 230,000 compounds, 0.14% hits | AID 1471;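 further: % of control where 0% means no effect; nearly all actives have a fitted effect of over 45% in size; toxic huntingtin expression switched on by the ecdysone agonist tebufenozide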
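Stable PC12 Q103-GFP cells in serum-supplemented, phenol red-free DMEM; induction by tebufenozide at 100 nM final; compound dose series; cell viability quantified luminescently from ATP.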
GAA glycogen – alters human alpha-glucosidase cleavage of glycogen; Potency, µM (series often up to 76.4 µM), for inactives: at the top dose activity change, negative = inhibition, most hits filed as inhibitors; recombinant GAA, glycogen substrate, Amplex Red glucose oxidase fluorescence; 300,000 compounds, 0.38% hits;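 further: 0% = full enzyme reaction and -100% = no-enzyme basal signal; the screen sought inhibitors and activators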
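qHTS, 1536-well; enzyme 4 nM final; cpd up to 77 uM; substrate bovine liver glycogen 30 ug; 50 mM citrate/phosphate pH 5.0, 0.01% Tween-20; 37 C, 40 min; Amplex Red detection 45 min RT; Hill fit → AC50.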
aGlu spleen mod – inhibitors or activators of human alpha-glucosidase in spleen homogenate | 240,000 compounds, 0.006% hits | P10253 | Potency, µM (series often up to 79.9 µM), without a hit: at the highest dose activity change, negative = inhibition, usual class: inhibitors | human spleen homogenate, 4-MU-alpha-glucoside fluorescence | AID 2112;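 further: 0% = enzyme with vehicle and -100% = no enzyme basal signal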
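Compounds were titrated against alpha-glucosidase in spleen homogenate at pH 5.0, with 1 mM 4-methylumbelliferyl substrate for 40 min at 37 C. Reactions were quenched with pH 10 NaOH/glycine and fluorescence measured.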
Tau fibril ThT – inhibitors of human tau fibril formation, thioflavin T binding | P10636 | recombinant tau K18 P301L, heparin-induced fibrillization, ThT fluorescence | Potency, µM (doses to about 57.4 µM), for inactives: at the highest dose activity, negative = inhibition, hits mostly inhibitors | 270,000 compounds, 2.1% hits | AID 1460; further: on the % scale 0 is the no-effect control and ±100 the full control effect; nearly all actives have a fitted effect of over 55% in size
Target sequence (P10636 561-689 P618L limits assumed): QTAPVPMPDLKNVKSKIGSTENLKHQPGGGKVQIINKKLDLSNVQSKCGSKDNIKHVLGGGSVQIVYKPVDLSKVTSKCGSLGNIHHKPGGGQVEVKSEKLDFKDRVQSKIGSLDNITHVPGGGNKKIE
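Aggregation was driven by heparin (20 uM final) acting on recombinant tau […] bearing P301L in 100 mM sodium acetate pH 7; fibrils were detected with Thioflavin T.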
Tau fluor counter – counter-screen for tau fibril formation inhibitors; tau K18 P301L (four-repeat tau fragment) Alexa594 fluorescence, heparin fibrillization; Potency, µM (series often up to 57.7 µM), inactives show at the top dose activity change, negative = decrease; 280,000 compounds, 0.93% hits; AID 1463; further: on the % scale 0 is the no-effect control and ±100 the full control effect; nearly all actives have a fitted effect of over 55% in size
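Human K18 P301L tau (15 uM unlabeled plus 0.24 uM Alexa 594-labeled, final) in 100 mM sodium acetate pH 7 was mixed with compound and 20 uM heparin and incubated 6 hr at 37 C.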
Tau FP inhib – tau fibrillization inhibition (FP). P10636. K18 P301L tau heparin fibrillization, Alexa594 FP, 6 h. AID 1468. 280,000 compounds, 0.39% hits. Potency, µM (highest dose often 57.7 µM), for the others: top-dose activity, negative = inhibition, usual class: inhibitors; further: on the % scale 0 is the no-effect control and ±100 the full control effect; nearly all actives have a fitted effect of over 55% in size
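Recombinant K18 P301L […], labeled with Alexa 594 at 0.24 uM over 15 uM unlabeled; heparin inducer 20 uM final; 37 C, 6 hr; FP endpoint.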
GAA inh – inhibitors of human lysosomal alpha-glucosidase; Potency, µM (top dose mostly 76.9 µM), inactives show at the top dose activity change, negative = inhibition, hits mostly inhibitors; purified human GAA, 4-MU-alpha-glucoside fluorescence; 200,000 compounds, 0.005% hits; P10253; AID 1466;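 further: plate controls were uninhibited enzyme wells for no effect and no-enzyme background for full effect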
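Fluorogenic assay: 4 nM human alpha-glucosidase with 400 uM 4-methylumbelliferyl-alpha-D-pyranoside in 50 mM citrate/phosphate, 0.005% Tween-20, pH 5.0, 20 min at room temperature. Compounds tested up to 77 uM; AC50 from Hill fits.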
aGal spleen mod – alpha-galactosidase A (human) modulation; P06280; human spleen homogenate, 4MU-alpha-Gal fluorescence, 40 min; Potency, µM (top dose mostly 80 µM), for the others: at the highest dose activity change, negative = inhibition, hits mostly inhibitors; 240,000 compounds, 0.008% hits;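 further: 0% = enzyme with vehicle and -100% = no enzyme basal signal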
Target sequence (P06280 32-429 limits assumed): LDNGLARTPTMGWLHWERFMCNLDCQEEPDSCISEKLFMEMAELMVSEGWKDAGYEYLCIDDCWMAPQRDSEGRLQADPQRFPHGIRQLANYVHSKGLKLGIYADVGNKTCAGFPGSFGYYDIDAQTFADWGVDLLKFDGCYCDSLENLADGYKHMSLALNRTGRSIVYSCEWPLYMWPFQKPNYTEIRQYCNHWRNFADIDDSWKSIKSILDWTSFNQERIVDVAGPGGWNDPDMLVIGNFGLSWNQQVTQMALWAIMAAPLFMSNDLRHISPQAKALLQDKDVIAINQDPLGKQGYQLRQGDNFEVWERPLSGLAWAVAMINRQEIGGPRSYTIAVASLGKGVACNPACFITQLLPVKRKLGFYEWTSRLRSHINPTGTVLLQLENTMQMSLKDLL
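Inhibition or activation of alpha-galactosidase in human spleen homogenate is scored by 4-MU fluorescence after 40 min at 37C, pH 5.0, with 1 mM substrate. AC50s come from concentration-response fitted to the Hill equation.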
* hit, by the source's call; ? = inconclusive; . = no result given; [ ] = remark or other dose. The call rests on the fitted dose curve; in most records, active means well fitted curve in the direction sought with a large enough effect; inconclusive means small, poorly fitted or top-dose-only effect, or another doubt; inactive means no such curve, though single readings can be large; an effect the other way counts as inactive or inconclusive. Potency means the concentration at half of the fitted maximal effect.

Results follow in this order: HTT ATP protect, GAA glycogen, aGlu spleen mod, Tau fibril ThT, Tau fluor counter, Tau FP inhib, GAA inh, aGal spleen mod
O=C1c2ccccc2C(=O)c2c1cccc2N1CCOCC1
    -11%, 2%, -6%, ?, ?, -1%, -1%, 7%
CC1CC(C)(C)NC(=S)N1CCCC(=O)Nc1ccc(F)c(F)c1 (stereo not drawn)
    10%, 1%, -14%, -8%, -12%, -11%, 2%, -1%
Cc1ccc([N+](=O)[O-])cc1NC(=O)C(Sc1ccccc1)c1ccccc1 (stereo not drawn)
    11%[10 µM], -8%, 5%, 10%, ?, ?, 4%, 5%
CC1(C)CC(N2CCCC2)=CC(=[N+]2CCCCC2)C1
    ., -1%, 2%, 3%, 3%, 2%, -3%, 5%
CCN1CCC(N(Cc2ccc3c(c2)OCO3)C(=O)Nc2cccc(C)c2C)CC1
    ., 7%[76.3 µM], ., -4%, -3%, -1%, ., .
CCCNC(=S)N1CCC(NC(=O)C2CCCCC2)CC1
    5%, -1%, -14%, 4%, 7%, 6%, 3%, 3%
COc1cccc(-c2noc(CCCC(=O)Nc3ccc(C(N)=O)cc3)n2)c1
    -19%, 9%, 2%, -16%, -5%, -7%, 2%, 1%
CCN1CCN(c2oc(-c3ccc(COc4ccc(C)cc4)o3)nc2C#N)CC1
    ., -8%[76.3 µM], ., ?, ?, 2%, ., .
COc1ccc(CN2CCCC2C(=O)Nc2ccc(OC)c(OC)c2)cc1OC (stereo not drawn)
    -7%, 9%, 0%, -2%, -4%, 1%, 5%, -7%
Cc1ccc(OCC(=O)N/N=C/c2ccco2)cc1
    -17%, -7%, 2%, -8%, -3%, 11%, -1%, -7%
Cc1nnc(NC(=O)CSc2ccc(-c3ccco3)nn2)s1
    14%, -4%, 9%, ?, -25%, ?, 2%, 5%
Cc1ccc(C(=O)N/C(=C/c2ccc(-c3ccc(Br)cc3)o2)C(=O)NC2CCS(=O)(=O)C2)cc1 (stereo not drawn)
    -13%[10 µM], 4%, -8%, 6%, 5%, 7%, 3%, 0%
O=C(CN1C(=O)c2ccccc2C1=O)N1CCCCC1
    12%[10 µM], 6%, -14%, 0%, -6%, -6%, -4%, -1%
Cc1ccc(-n2c(C)cc(C(=O)COc3c(CO)cc(F)cc3CO)c2C)cc1C
    -28%[10 µM], -11%, -6%, -17%, -16%, 13%, 1%, 0%
COc1ccc(C(=O)NCc2nnc(SCC(=O)N3CCCc4ccccc43)o2)cc1OC
    -29%, 5%, 5%, 1%, -5%, -7%, 3%, -6%

Arranged by the number under Tau FP inhib (descending): some entries from above
| Compound | Tau FP inhib |
| --- | --- |
| CC1(C)CC(N2CCCC2)=CC(=[N+]2CCCCC2)C1 | 2% |
| CCN1CCC(N(Cc2ccc3c(c2)OCO3)C(=O)Nc2cccc(C)c2C)CC1 | -1% |
| O=C(CN1C(=O)c2ccccc2C1=O)N1CCCCC1 | -6% |

Later entries.
Results follow in this order: HTT ATP protect, GAA glycogen, aGlu spleen mod, Tau fibril ThT, Tau fluor counter, Tau FP inhib, GAA inh, aGal spleen mod
Cc1ccc(OC(=O)c2sc3ncn(C)c(=O)c3c2C)cc1
    25%, 2%, 4%, -15%, -24%, ?, -14%, 7%
Cc1cc(Br)ccc1NC(=O)c1cc2c(=O)n(C)c3cc(Cl)ccc3c2s1
    ., 14%[76.3 µM], ., -2%, 0%, 0%, ., .
O=C(/C=C/c1ccc2c(c1)OCO2)NCc1ccncc1
    -12%[10 µM], 4%, -4%, ., 17%, 7%, ., 5%
COc1ccc(OCC(=O)NNc2c3ccccc3nc3ccccc23)cc1
    22%[10 µM], ?, 1%, 6.3µM*, 16µM*[quencher], ?, 1%, 7%
CCCOc1ccc(N2C(=O)CC(N(CCc3ccc(S(N)(=O)=O)cc3)C(C)=O)C2=O)cc1 (stereo not drawn)
    -9%, 0%, -1%, -4%, -2%, -3%, -5%, -14%
CN1CCc2c(sc3c2c(=O)n(-c2ccccc2)c2nnc(SCc4ccc(Cl)cc4)n32)C1
    -49%[inhibitor][0.074 µM], -8%, -6%, ?, -9%, -9%, 0%, 10%
CCCN(CC(=O)Nc1ccccc1C)C(=O)CCl
    -138%[inhibitor], 10%, -7%, -5%, 1%, 0%, 1%, -4%
O=C(NCC(=O)N1CCN(S(=O)(=O)/C=C/c2ccccc2)CC1)c1ccc(Cl)cc1
    -7%[10 µM], -7%, -2%, ., 13%, -8%, ., 2%
CCC(C)[C@H](NC(=O)NCc1ccco1)C(=O)OC (stereo partly drawn)
    6%[10 µM], 6%, -4%, -11%, 2%, -9%, -5%, -9%
COc1ccccc1NC(=S)NCc1ccc2c(c1)cc(C)n2C
    ., ?, -19%, -8%, ?, 14%, 0%, 7%
CC(CC(=O)Nc1ccc(F)c([N+](=O)[O-])c1)c1ccccc1 (stereo not drawn)
    28%[10 µM], -1%, -8%, 8%, -6%, 5%, 3%, -1%
Cc1nnc(SCC(=O)Nc2ccc(N(C)C)cc2)[nH]c1=O
    ., ?, ., ?, -21%, -19%, ., .
COc1cc(/C=C2/C(=O)c3cccc([N+](=O)[O-])c3C2=O)c(Br)cc1O
    ., 1%, 1%, 13µM*, ?, ?, -22%, 0%

13 entries from above, sorted by formula weight, largest number first.
Results follow in this order: HTT ATP protect, GAA glycogen, aGlu spleen mod, Tau fibril ThT, Tau fluor counter, Tau FP inhib, GAA inh, aGal spleen mod
CN1CCc2c(sc3c2c(=O)n(-c2ccccc2)c2nnc(SCc4ccc(Cl)cc4)n32)C1
    -49%[inhibitor][0.074 µM], -8%, -6%, ?, -9%, -9%, 0%, 10%
CCCOc1ccc(N2C(=O)CC(N(CCc3ccc(S(N)(=O)=O)cc3)C(C)=O)C2=O)cc1 (stereo not drawn)
    -9%, 0%, -1%, -4%, -2%, -3%, -5%, -14%
CCN1CCC(N(Cc2ccc3c(c2)OCO3)C(=O)Nc2cccc(C)c2C)CC1
    ., 7%[76.3 µM], ., -4%, -3%, -1%, ., .
COc1cc(/C=C2/C(=O)c3cccc([N+](=O)[O-])c3C2=O)c(Br)cc1O
    ., 1%, 1%, 13µM*, ?, ?, -22%, 0%
COc1ccc(CN2CCCC2C(=O)Nc2ccc(OC)c(OC)c2)cc1OC (stereo not drawn)
    -7%, 9%, 0%, -2%, -4%, 1%, 5%, -7%
COc1cccc(-c2noc(CCCC(=O)Nc3ccc(C(N)=O)cc3)n2)c1
    -19%, 9%, 2%, -16%, -5%, -7%, 2%, 1%
Cc1ccc([N+](=O)[O-])cc1NC(=O)C(Sc1ccccc1)c1ccccc1 (stereo not drawn)
    11%[10 µM], -8%, 5%, 10%, ?, ?, 4%, 5%
CC1CC(C)(C)NC(=S)N1CCCC(=O)Nc1ccc(F)c(F)c1 (stereo not drawn)
    10%, 1%, -14%, -8%, -12%, -11%, 2%, -1%
Cc1nnc(NC(=O)CSc2ccc(-c3ccco3)nn2)s1
    14%, -4%, 9%, ?, -25%, ?, 2%, 5%
O=C(/C=C/c1ccc2c(c1)OCO2)NCc1ccncc1
    -12%[10 µM], 4%, -4%, ., 17%, 7%, ., 5%
O=C(CN1C(=O)c2ccccc2C1=O)N1CCCCC1
    12%[10 µM], 6%, -14%, 0%, -6%, -6%, -4%, -1%
CCC(C)[C@H](NC(=O)NCc1ccco1)C(=O)OC (stereo partly drawn)
    6%[10 µM], 6%, -4%, -11%, 2%, -9%, -5%, -9%
Cc1ccc(OCC(=O)N/N=C/c2ccco2)cc1
    -17%, -7%, 2%, -8%, -3%, 11%, -1%, -7%

Source: PubChem BioAssay (National Center for Advancing Translational Sciences (NCATS))
